Mtb BioA inh – blocks M. tuberculosis BioA enzyme activity | purified M. tuberculosis BioA enzyme, plate reader | inhibition, % at 9.99 µM | 360,000 compounds, 0.096% hits | AID 602481; in the data active means inhibition above about 40%
MazEF act – MazEF (E. coli) toxin RNase activation. FAM/BHQ RNA-DNA oligo cleavage fluorescence, 5 h. activation, % at 20 µM. 350,000 compounds, 0.32% hits; in the data active means activation above about 50%
Target sequence (P0AE70 whole entry, looked up): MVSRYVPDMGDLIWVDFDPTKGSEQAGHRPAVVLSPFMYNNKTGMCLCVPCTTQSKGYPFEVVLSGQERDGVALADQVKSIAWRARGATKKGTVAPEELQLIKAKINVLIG
Mtb FBA inh – inhibitors of M. tuberculosis fructose-bisphosphate aldolase. purified M. tuberculosis FBA, fluorescence read-out. inhibition, % at 1 µM. 360,000 compounds, 2.3% hits. P9WQA3; in the data active means inhibition above about 27%;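 further: 0% = vehicle and 100% = reference inhibitor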
Target sequence (P9WQA3 whole entry, looked up): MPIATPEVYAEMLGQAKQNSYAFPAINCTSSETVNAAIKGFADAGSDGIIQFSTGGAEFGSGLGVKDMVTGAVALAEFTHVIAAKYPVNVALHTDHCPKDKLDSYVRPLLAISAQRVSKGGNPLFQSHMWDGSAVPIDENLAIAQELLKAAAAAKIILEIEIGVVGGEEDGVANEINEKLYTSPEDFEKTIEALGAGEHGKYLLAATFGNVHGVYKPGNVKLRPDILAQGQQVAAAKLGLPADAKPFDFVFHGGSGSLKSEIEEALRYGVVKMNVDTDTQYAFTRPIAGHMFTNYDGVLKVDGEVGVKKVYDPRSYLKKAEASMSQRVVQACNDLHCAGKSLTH
Rv3671c protease – inhibitors of M. tuberculosis serine protease Rv3671c. P9WHR9. inhibition, % at 5.96 µM. 320,000 compounds, 0.048% hits. AID 2606; in the data active means inhibition above about 38%;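 further: extracellular domain of Rv3671c used as enzyme; 0% = enzyme with DMSO and 100% = no enzyme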
Target sequence (P9WHR9 whole entry, looked up, the tested form may be a part): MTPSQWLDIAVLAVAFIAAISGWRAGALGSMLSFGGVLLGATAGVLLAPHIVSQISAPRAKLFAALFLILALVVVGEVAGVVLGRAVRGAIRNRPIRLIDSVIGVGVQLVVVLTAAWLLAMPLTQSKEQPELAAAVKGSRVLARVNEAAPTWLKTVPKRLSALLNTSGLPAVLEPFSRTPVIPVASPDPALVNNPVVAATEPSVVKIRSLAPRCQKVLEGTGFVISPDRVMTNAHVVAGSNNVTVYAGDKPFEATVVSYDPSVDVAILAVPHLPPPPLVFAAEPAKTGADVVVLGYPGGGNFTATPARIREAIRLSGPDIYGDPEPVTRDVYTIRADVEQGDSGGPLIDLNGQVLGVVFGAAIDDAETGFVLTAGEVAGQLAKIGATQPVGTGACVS
3CLpro inhibitor – SARS-CoV 3CLpro protease inhibition. P0C6X7. recombinant SARS-CoV 3CLpro, quenched FRET peptide cleavage. inhibition, % at 6 µM. 290,000 compounds, 0.14% hits. AID 1706; in the data active means inhibition above about 12%
BH1578 lux ind – quorum light induction in luxS cqsA deficient V. cholerae; V. cholerae BH1578 lux reporter, luminescence, 6 h; activation, % at 18.7 µM; 350,000 compounds, 0.16% hits; AID 588436; in the data active means activation mostly above about 9.7%, no sharp cut-off; further: not every result past the cut was called active; inactives centre near 0; reference of the scale not given here
GDH-TPI inh – counter-screen for M. tuberculosis FBA inhibitors: GDH-TPI coupled enzymes | GDH-TPI coupled enzyme counterscreen, NADH absorbance | inhibition, % at 4.8 µM | 360,000 compounds, 1.2% hits | AID 588335; in the data active means inhibition above about 30%;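 further: 0% = DMSO wells and 100% = wells lacking the enzyme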
Mtb UGM inh – blocks M. tuberculosis UGM enzyme. AID 504406. inhibition, % at 10 µM. P9WIQ1. purified UGM, fluorescence polarization probe displacement. 320,000 compounds, 0.06% hits; in the data active means inhibition above about 10%, passing the limit was not always enough
VHR inh abs – inhibitors of human VHR1 phosphatase (DUSP3) | P51452 | recombinant VHR phosphatase, pNPP absorbance | inhibition, % at 13.3 µM | 290,000 compounds, 0.52% hits; in the data active means inhibition above about 50%; further: some compounds called inactive have numbers as strong as hits
Target sequence (P51452 whole entry, looked up): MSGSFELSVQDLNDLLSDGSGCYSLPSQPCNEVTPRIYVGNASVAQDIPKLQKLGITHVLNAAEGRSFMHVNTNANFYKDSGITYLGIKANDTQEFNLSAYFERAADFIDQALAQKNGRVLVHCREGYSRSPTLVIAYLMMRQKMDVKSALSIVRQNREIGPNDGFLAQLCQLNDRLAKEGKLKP
SSB-PriA inh – blocks PriA binding to SSB C-terminal tail. AlphaScreen SSBct-PriA binding, biotinylated peptide. inhibition, % at 33 µM. 430,000 compounds, 0.6% hits; in the data active means inhibition mostly above about 37%, no sharp cut-off; inactive means mostly below about 20%;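 further: plate controls were negative control peptide for no effect and reference peptide for full effect; strong numbers were not always called active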
* hit, by the source's call; i = inactive; . = no result given; ! = repeats disagree.

SMILES | Mtb BioA inh | MazEF act | Mtb FBA inh | Rv3671c protease | 3CLpro inhibitor | BH1578 lux ind | GDH-TPI inh | Mtb UGM inh | VHR inh abs | SSB-PriA inh
CC(=O)OC[C@H]1O[C@@H](Sc2cccc3cccnc23)[C@H](OC(C)=O)[C@@H](OC(C)=O)[C@@H]1OC(C)=O | . | 4.4 | 28.4* | -3.1 | 2.9 | 0.3 | 9.6 | 1.1 | 4.5 | 3.0
Cc1ccc(NC(=O)CCS(=O)(=O)c2ccc3c(c2)NC(=O)C(C)S3)nc1 (configuration not stated) | 1.6 | 1.6 | 0.7 | 1.4 | 5.2 | i | 3.9 | 1.1 | 60.8 | -4.1
CCOC(=O)c1nnc(-c2ccc(C)cc2)nc1Sc1cccc(Cl)c1 | . | 8.4 | 2.9 | 2.0 | 0.3 | 0.6 | 9.5 | -0.3 | 2.6 | -8.4
CC(=O)Nc1ccc(S(=O)(=O)NNC(=O)CCc2ccccc2)cc1 | . | 11.4 | 1.1 | -7.9 | 3.2 | -0.1 | -0.7 | 0.5 | 20.4 | -3.4
Cc1oc(-c2cccc(Cl)c2)nc1CN1CCC(C(=O)NCC2CCCO2)CC1 (configuration not stated) | . | -4.5 | 0.0 | -3.4 | -1.2 | -0.4 | 0.6 | -1.1 | 17.9 | -17.8
Cc1ccc(C(=O)NCCCc2ccccc2)c(C)c1 | . | 7.3 | -2.3 | 2.1 | 3.2 | i | -4.2 | 1.1 | 19.7 | -3.9
COC(=O)c1ccc(NC(=O)CN2CCN(c3ccccc3)CC2)cc1 | 10.6 | 5.2 | -2.6 | -1.9 | 4.0 | -0.2 | -5.2 | 0.2 | 11.6 | -13.5
CC1(C(=O)NS(=O)(=O)c2ccc(F)cc2F)CCN1C(=O)CC1CC1 (configuration not stated) | -0.3 | . | -0.2 | . | . | i | 1.8 | . | . | .
CC1(C)Cc2c(sc3ncnc(N)c23)CO1 | 1.5 | 0.1 | 1.8 | 1.7 | -2.5 | i | -12.2 | -2.2 | 14.5 | 5.6
O=C(CSc1n[nH]c(C2CCCC2)n1)NC1CCCC1 | 2.6 | -7.1 | 2.1 | 7.8 | -0.7 | . | 2.0 | -1.3 | 5.9 | -37.7
CN1CCN(C(=O)/C(=C/c2cccs2)NC(=O)c2ccco2)CC1 | . | -9.4 | -1.3 | 5.9 | -1.9 | -1.5 | 13.4 | -0.6 | 2.0 | -9.4
C=C1C(=O)OC2C1C(OC(=O)C(C)=CC)CC(=C)C1C(O)C3OC3(C)C21O (configuration not stated) | . | 4.5 | 0.2 | . | . | i | 10.3 | . | . | -7.8
C=CCNC1=C(Cl)C(=O)c2ccccc2C1=O | 1.5 | 1.7 | -3.0 | -46.6 | 5.8 | -0.3 | 24.7 | 0.1 | 4.5 | 23.9
CC(C)(O)CN(C(=O)c1ccccc1)C1CCCCC1 | . | 17.3 | 1.1 | . | . | i | 2.6 | . | . | 2.8
Cc1sc2ncnc(NCC(c3ccco3)N3CCCC3)c2c1C (configuration not stated) | -1.9 | -3.3 | 1.6 | 0.9 | 4.7 | -5.6 | 6.0 | 3.9 | -2.0 | -12.4
O=C(O)CCNC(=O)/C(=C\c1ccco1)NC(=O)c1ccco1 | -1.4 | 2.5 | -2.4 | 0.8 | -1.8 | i | 9.8 | -2.5 | -20.0 | -14.0
COc1cccc(-c2ccc(SCc3ccccn3)nn2)c1 | . | 11.3 | 1.0 | 2.9 | -5.3 | -0.5 | 4.9 | 3.2 | 14.7 | 5.0
CCN(c1ccc(OC)cc1)S(=O)(=O)c1ccc2c(c1)CCN2C(=O)CCC(=O)O | 1.0 | 3.6 | 0.5 | 0.9 | 2.4 | -0.6 | 9.2 | -2.1 | 12.7 | -10.2
CCOC(=O)C(C(=O)OCC)C(C(=O)OCC)N1CCOCC1 (configuration not stated) | . | 4.2 | 1.3 | 7.1 | 7.6 | 5.3 | -13.7 | 1.2 | 24.0 | -14.4
CCOc1ccccc1C(=O)N1CCCCC1C (configuration not stated) | 0.0 | 0.9 | 2.3 | -2.2 | -5.9 | 2.9 | 7.7 | 0.1 | 14.6 | -12.3
CCOC(=O)CN1CC(C)(C)N(CC(=O)OCC)CC1(C)C | . | 11.4 | -0.7 | . | . | 1.1 | -2.6 | . | . | -5.5
CCCC(=O)NCc1nc2ccccc2n1CC(=O)c1ccccc1 | 9.4 | -5.1 | 0.8 | 3.6 | -1.7 | -0.2 | 3.7 | 4.3 | . | 0.0
CC12CC[C@H]3[C@@H](CCC4(O)C[C@H](O)CCC34/C=N/NC(=O)c3ccc(O)cc3)C1(O)CCC2C1=CC(=O)OC1 (some centres not stated) | 3.5 | 8.7 | 1.6 | -4.7 | 5.7 | -3.7 | 10.4 | -1.3 | -31.9 | i
CC(=O)Nc1ccc(S(=O)(=O)N/N=C/c2ccc(C)o2)cc1 | -1.3 | 8.1 | 3.3 | . | 1.2 | -1.6 | 25.6 | -2.0 | 40.0 | .
O=C(O)c1ccc([N+](=O)[O-])cc1-c1cc([N+](=O)[O-])ccc1C(=O)O | -1.7 | 5.3 | -1.2 | . | . | i | -3.5 | . | . | -5.6

More results:
SMILES | Mtb BioA inh | MazEF act | Mtb FBA inh | Rv3671c protease | 3CLpro inhibitor | BH1578 lux ind | GDH-TPI inh | Mtb UGM inh | VHR inh abs | SSB-PriA inh
COc1ccc(N(CC(=O)Nc2c(C)n(C)n(-c3ccccc3)c2=O)S(=O)(=O)c2ccc(C)cc2)cc1 | . | -17.2 | 1.7 | -1.4 | 4.5 | -1.0 | 0.6 | -1.4 | 1.9 | -10.1
Cc1ccc(-c2ccc(=O)n(CC(=O)NCCCN3CCCCC3C)n2)cc1 (configuration not stated) | -1.5 | -5.5 | 3.7 | 2.1 | 2.5 | i | 1.9 | 0.5 | -8.6 | -6.7
CCOC(=O)c1cccc(NC(=O)CCNS(=O)(=O)c2cccc3nonc23)c1 | 1.3 | 2.0 | -1.4 | -0.2 | 4.4 | -0.4 | -5.2 | -0.9 | 35.0 | -3.4
Cc1cccc(Cc2nnc(CCC(=O)NCc3cn4ccccc4n3)o2)c1 | . | -1.4 | 12.9 | -2.7 | -6.7 | i | -16.0 | 1.8 | 29.6 | 1.8
Cn1c(N)c(C(=O)COC(=O)/C=C/c2ccc(F)cc2)c(=O)n(C)c1=O | 0.8 | 3.2 | 1.3 | 1.6 | . | 2.5 | -2.1 | -3.5 | . | -0.6
Cc1cccc(CSc2ccc3nnc(-c4cccnc4)n3n2)c1 | . | 11.1 | 0.4 | 5.6 | -1.2 | 3.7 | 11.4 | -0.1 | 7.8 | -15.8
COc1ccccc1NS(=O)(=O)c1cccc(C(=O)OCC(=O)NC2CC2)c1 | . | 4.1 | 1.8 | -7.3 | . | i | 2.9 | 1.9 | . | -5.1
O=[N+]([O-])c1ccccc1CS(=O)(=O)c1ccccc1 | -0.2 | 0.2 | -0.3 | -5.4 | . | i | 2.6 | -3.3 | . | 7.5
CCOc1ccc(N(CC(=O)N/N=C/c2cccnc2)S(C)(=O)=O)cc1 | . | 4.9 | 1.1 | -8.3 | -0.3 | -0.2 | 7.6 | 0.6 | 7.2 | .
COc1ccccc1NC(=O)Cc1csc(N)n1 | -0.8 | 2.8 | 1.1 | 3.1 | -0.2 | i | 10.8 | 1.1 | 11.9 | 11.0
CN(C(=O)COC(=O)c1cccc(S(=O)(=O)N2CCOCC2)c1)C1CCS(=O)(=O)C1 (configuration not stated) | -2.7 | 0.7 | 3.7 | 19.4 | . | i | -3.8 | -0.1 | . | -6.8
Cc1ccccc1-c1cc(C(=O)NCc2ccc(OC(F)(F)F)cc2)n(CC2CC(c3cccnc3)=NO2)n1 (configuration not stated) | 0.8 | -4.2 | 1.4 | -34.8 | . | -0.8 | 11.8 | -0.7 | . | -14.4
Cc1ccc(C)c(/C(O)=C2/C(=O)C(=O)N(CCN3CCOCC3)C2c2ccc(C)o2)c1 (configuration not stated) | -0.1 | 7.9 | 0.6 | -1.5 | 0.1 | i | 16.5 | 0.7 | -0.7 | .
CCC1CC(C)(C(=O)Nc2ccc(S(N)(=O)=O)cc2)OC1=O (configuration not stated) | 0.6 | -2.6 | 1.4 | -7.0 | -1.5 | i | 0.0 | 1.6 | 22.1 | -5.2
CC(C)Oc1ccc(S(=O)(=O)N2CCOCC2)cc1NC(=O)c1cc([N+](=O)[O-])ccc1N1CCOCC1 | 0.9 | -3.1 | -1.9 | -3.1 | . | 5.9 | 0.7 | -0.7 | . | 0.4
CCN1C(=NCCc2cccnc2)N[C@@H](c2ccccc2)[C@H](C(=O)OC)[C@H]1C | 0.6 | 3.2 | 0.1 | 10.7 | -4.7 | i | -8.4 | -1.0 | 36.0 | -11.2
COc1ccccc1NC(=O)CSc1sc2c(O)cc(=O)[nH]c2c1C#N | -1.5 | -4.0 | -1.0 | -14.1 | -2.2 | -0.3 | 11.5 | 0.3 | 15.8 | -8.4
COc1cc2ccccc2cc1C(=O)N(CCN(C)C)c1nc2c(C)cccc2s1 | -2.0 | -1.1 | 2.3 | -3.2 | -11.2 | -0.3 | 8.1 | 0.8 | -11.6 | 41.0*!
COc1cc(/C=N/Nc2ncc(C(F)(F)F)cc2Cl)cc(OC)c1OC | . | 8.8 | -3.1 | -5.1 | -4.4 | -0.2 | 31.9* | -0.9 | 17.6 | .
COc1ccc(OC)c(NC(=O)c2nc3ccccc3s2)c1 | . | 11.5 | 0.2 | -9.4 | 2.2 | i | 18.3 | 6.5 | 9.3 | -29.7
COC(=O)C1CCN(C(=O)C23CCC(C)(C(=O)O2)C3(C)C)CC1 (configuration not stated) | -0.4 | -0.3 | 2.5 | 14.9 | 0.6 | i | 3.5 | -1.6 | 24.4 | -18.4
CCOC(=O)C1CCCN(S(=O)(=O)c2c(C)c(C)cc(C)c2C)C1 (configuration not stated) | -0.8 | -4.9 | -0.1 | -1.6 | 3.6 | -0.6 | 8.4 | 0.5 | 18.0 | -40.9
CCCCN(C(=O)C1CCCC1)c1c(N)n(CCC)c(=O)[nH]c1=O | -0.1 | -2.3 | -1.3 | . | . | -5.0 | 7.7 | . | . | -7.1
CCN(c1ccc(NC(=O)COC(=O)/C=C/c2cccs2)cc1)C(C)C | . | 2.3 | -0.5 | 1.4 | -2.0 | 0.1 | 5.1 | -2.9 | -8.9 | 4.1
CC(=O)c1ccc(OCC(=O)N(C)C2CCS(=O)(=O)C2)cc1 (configuration not stated) | 11.4 | -6.0 | -2.2 | . | . | -0.7 | 8.4 | . | . | .
Cn1c(=O)[nH]c(=O)c2c1nc1n2CC(O)CN1c1ccccc1 (configuration not stated) | 0.8 | 14.3 | 3.5 | -6.3 | 1.0 | -7.7 | -6.0 | 1.3 | 14.1 | 5.7

Given field by field: part of the list above.
CC(=O)c1ccc(OCC(=O)N(C)C2CCS(=O)(=O)C2)cc1 (configuration not stated)
  Mtb BioA inh: 11.4	MazEF act: -6.0	Mtb FBA inh: -2.2	Rv3671c protease: .	3CLpro inhibitor: .	BH1578 lux ind: -0.7	GDH-TPI inh: 8.4	Mtb UGM inh: .	VHR inh abs: .	SSB-PriA inh: .

CCN1C(=NCCc2cccnc2)N[C@@H](c2ccccc2)[C@H](C(=O)OC)[C@H]1C
  Mtb BioA inh: 0.6	MazEF act: 3.2	Mtb FBA inh: 0.1	Rv3671c protease: 10.7	3CLpro inhibitor: -4.7	BH1578 lux ind: i	GDH-TPI inh: -8.4	Mtb UGM inh: -1.0	VHR inh abs: 36.0	SSB-PriA inh: -11.2

CN(C(=O)COC(=O)c1cccc(S(=O)(=O)N2CCOCC2)c1)C1CCS(=O)(=O)C1 (configuration not stated)
  Mtb BioA inh: -2.7	MazEF act: 0.7	Mtb FBA inh: 3.7	Rv3671c protease: 19.4	3CLpro inhibitor: .	BH1578 lux ind: i	GDH-TPI inh: -3.8	Mtb UGM inh: -0.1	VHR inh abs: .	SSB-PriA inh: -6.8

High-throughput results as filed in PubChem BioAssay.

These rows are one share of the data; count on the stated rates, not on these rows.
